# Rpn11 block = inhibitors of human proteasome Rpn11; O00487; hit rate 0.59% among 360,000; calls only at 20 µM; human 26S proteasome, Ub4-pepOG fluorescence polarization; 20S core pre-blocked with epoxomicin;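 active = inhibition at 20 µM, scaled to each plate's controls, above about 33%, limit read from the data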
# E coli Lon inh = inhibitors of E. coli Lon protease | purified E. coli Lon protease, fluorescence polarization | inhibition, % at 7.94 µM | hit rate 0.42% among 360,000; in the data active = inhibition above about 13%, passing the limit was not always enough;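 also: 0% = enzyme with probe and DMSO and 100% = no enzyme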
# Rin1-Abl PPI inh = human Rin1-Abl interaction inhibition | hit rate 0.4% among 360,000 | inhibition, % at 7.35 µM | P00519+Q13671 | AID 588664 | TR-FRET Rin1/Abl binding, biochemical; in the data active = inhibition above about 5%, passing the limit was not always enough
# MT1-MMP act inh = blocks activation of human MT1-MMP; hit rate 0.061% among 360,000; GFP/RFP ratio change, % at 20 µM; AID 651647; HT1080 RFP-PRO-GFP cells, GFP/RFP ratio fluorescence, overnight; percent of plate control window, DMSO zero;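 active = GFP/RFP ratio change of at least 30% with cell ATP level not reduced by more than half and red fluorescence within 50% of control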; also: strong numbers were not always called active
#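 Assay system: HT1080 RFP-PRO-GFP cells | Dosing: 20 µM single dose, 1% DMSO | Incubation: Cells overnight before dosing, compound overnight, 37 °C, 5% CO2 | Evaluation: GFP/RFP fluorescence ratio | Control set: DMSO-only wells and HT1080 RFP-L50D-GFP cell wells as references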
# PABP1 MLLE inh = blocks PAM2 peptide binding to the PABP1 MLLE domain | inhibition, % at 20 µM | P11940 | hit rate 0.36% among 360,000 | GST-MLLE / FITC-PAM2 fluorescence polarization; in the data active = inhibition above about 35%, passing the limit was not always enough;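 also: plate controls were DMSO wells with GST-MLLE for no effect and wells lacking GST-MLLE protein for full effect; some results filed as inactive read as strong as hits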
# Target sequence (P11940 whole entry, looked up, the tested form may be a part): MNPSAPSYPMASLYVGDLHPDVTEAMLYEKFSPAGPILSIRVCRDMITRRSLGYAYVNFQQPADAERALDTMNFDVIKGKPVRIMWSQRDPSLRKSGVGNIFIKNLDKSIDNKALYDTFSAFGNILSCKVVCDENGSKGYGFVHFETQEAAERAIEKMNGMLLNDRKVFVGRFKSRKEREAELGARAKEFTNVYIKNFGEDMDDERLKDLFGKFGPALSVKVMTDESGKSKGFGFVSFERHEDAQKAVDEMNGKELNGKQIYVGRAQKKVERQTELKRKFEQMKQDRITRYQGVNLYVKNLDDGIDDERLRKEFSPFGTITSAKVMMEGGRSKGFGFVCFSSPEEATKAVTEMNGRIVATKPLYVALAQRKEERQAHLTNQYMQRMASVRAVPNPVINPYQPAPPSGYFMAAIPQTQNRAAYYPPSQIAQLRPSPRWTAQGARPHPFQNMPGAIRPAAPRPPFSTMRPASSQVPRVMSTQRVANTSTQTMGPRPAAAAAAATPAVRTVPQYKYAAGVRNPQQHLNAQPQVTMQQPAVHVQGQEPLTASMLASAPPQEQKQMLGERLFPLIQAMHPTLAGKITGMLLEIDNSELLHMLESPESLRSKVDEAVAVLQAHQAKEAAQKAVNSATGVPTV
# FAS-TE inh = inhibitors of human fatty acid synthase thioesterase domain; inhibition, % at 15 µM; AID 602261; recombinant FAS-TE, OMFH fluorogenic substrate, fluorescence endpoint; hit rate 0.67% among 360,000;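 active = compounds whose normalised, plate-corrected inhibition of enzyme fluorescence in the single-dose primary screen is 50% or more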;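 also: 0% = DMSO with enzyme and 100% = substrate without enzyme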
# MsrA act = activates bovine MsrA enzyme; activation, % at 10.6 µM; hit rate 0.3% among 360,000; AID 602163; purified bovine MsrA, absorbance read-out; in the data active = activation above about 7.5%;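 also: 0% = vehicle and 100% = reference activator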
# MsrA inh = bovine MsrA inhibition. purified bovine MsrA, absorbance read-out. inhibition, % at 15.5 µM. hit rate 0.75% among 360,000; in the data active = inhibition above about 4.5%;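 also: 0% = vehicle wells with enzyme and 100% = reference inhibitor wells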
# CSN deneddyl inh = inhibitors of human CSN-mediated cullin deneddylation; Q92905; hit rate 0.38% among 360,000; Purified CSN, SCF-Nedd8-OG deneddylation, fluorescence polarization; inhibition, % at 12.5 µM;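 active = pattern-corrected inhibition above about 35%, with an unprinted fluorescence ratio check between 0.5 and 1.5, limit read from the data, passing the limit was not always enough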;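 also: 0% = enzyme with substrate and 100% = substrate without enzyme; some results filed as inactive read as strong as hits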
# Target sequence (Q92905 whole entry, looked up, one chain of several): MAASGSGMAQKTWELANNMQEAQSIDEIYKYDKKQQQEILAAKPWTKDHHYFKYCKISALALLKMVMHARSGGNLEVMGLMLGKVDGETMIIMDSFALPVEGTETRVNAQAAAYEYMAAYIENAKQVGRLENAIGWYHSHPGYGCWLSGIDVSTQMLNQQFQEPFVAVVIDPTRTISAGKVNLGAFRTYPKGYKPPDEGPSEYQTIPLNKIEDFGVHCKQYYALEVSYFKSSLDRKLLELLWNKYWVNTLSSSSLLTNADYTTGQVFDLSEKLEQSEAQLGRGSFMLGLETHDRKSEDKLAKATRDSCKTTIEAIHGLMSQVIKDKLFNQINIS
#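 Assay system: Purified human Csn5 enzyme expressed in HEK293T cells | Amount: Enzyme 0.24 nM | Measured by: Fluorescence polarization readout | Medium: Tris/NaCl/DTT buffer, pH 7.5 | Compound dosing: One concentration, 12.5 µM, 0.25% DMSO | Times: 90 min incubation of compound, enzyme and substrate at room temperature | Control set: no-enzyme wells high, enzyme-with-substrate wells low | Read-out: % inhibition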
# Starred values were filed as active, the others as inactive; i = inactive; · = not tested or not shown; + = active, no number.
SMILES,Rpn11 block,E coli Lon inh,Rin1-Abl PPI inh,MT1-MMP act inh,PABP1 MLLE inh,FAS-TE inh,MsrA act,MsrA inh,CSN deneddyl inh
O=C(CSc1nnc(Cc2cc(=O)[nH]c(=O)[nH]2)n1-c1ccccc1)N1CCCc2ccccc21,i,-1,4,-3,12,-9,-6,0.8,1
CC1=NC(C(F)(F)F)(C(F)(F)F)C2=C(CC(C)(C)CC2=O)N1Cc1ccco1,i,-6,6,2,-6,1,-12,2.0,-3
CC(=O)c1ccc(NC(=O)Cc2ccsc2)cc1,i,-2,5,5,-34,-2,-1,0.1,-1
CCOc1ccc(/C=N/NC(=O)NC23CC4CC(CC(C4)C2)C3)cc1O,i,-14,1,8,14,24,-1,-1.7,2
O=C(CN(Cc1ccccc1)S(=O)(=O)c1ccc(F)cc1)NCc1ccncc1,i,12,3,-2,0,0,-5,0.6,4
N#CCCNS(=O)(=O)c1ccc(C(=O)OCCCOC(=O)c2ccc(S(=O)(=O)NCCC#N)cc2)cc1,i,15,3,0,-72,7,-1,-0.6,3
Cc1cc(NC(=O)c2c(Br)cnn2C)no1,i,-11,3,-1,-7,1,-4,-0.1,-1
Cc1nc(/C=C/c2ccccc2)[nH]c(=O)c1-c1ccccc1,i,14,-4,1,7,-6,-5,1.1,0
CC(=O)NS(=O)(=O)c1ccc(NC(=O)c2cc(-c3ccc(C)c(C)c3)nc3ccccc23)cc1,i,-2,-6,0,-15,4,-1,0.6,1
CCS(=O)(=O)NC(=O)C1(C)CCN1C(=O)Cc1ccc(Cl)cc1Cl (centres undefined),i,-4,-3,3,-3,-2,-1,-0.2,3
CNC(=S)NNC(=O)CNc1ccc(C)c(Cl)c1,i,1,-3,0,-37,-3,-1,-0.1,-3
COc1cc(OC)cc(C(=O)OCC(=O)NC(c2ccccc2)c2ccccc2)c1,i,-11,-1,1,-5,-9,3,1.7,-5
CCC(C)NC(=O)c1ccccc1NC(=O)c1ccc(CSc2ccccc2)cc1 (centres undefined),i,-4,0,-9,4,26,-3,0.9,-9
CCOC(=O)C1=C(COC(=O)[C@@H](NC(=O)c2cccc(C)c2)C(C)C)NC(=O)NC1C (some centres undefined),i,-6,0,0,7,-8,-2,-0.4,5
CCOc1cc(-c2c(C#N)c(N)nc3c2CCCC3)ccc1O,i,-11,0,5,-7,1,-6,0.5,0
CC(=O)c1ccc(-c2ccc(C(=O)Nc3nc(C)c(C(C)=O)s3)o2)cc1,i,-6,2,7,-3,-6,4,-0.2,9
CC1(C)Oc2ccc3ccc(=O)oc3c2C[C@H]1O[C@@H]1O[C@H](CO)[C@@H](O)[C@H](O)[C@H]1O,i,-8,3,1,11,-8,-2,1.5,-6
Fc1ccccc1Nc1ncnc2c1nnn2Cc1ccccc1,i,3,-1,5,-4,0,-2,1.5,1
O=C(CCCn1c(SCC(=O)Nc2ccccc2Cl)nc2ccccc2c1=O)NCC1CCCO1 (centres undefined),i,1,3,-7,3,-1,-12,0.9,5
Cc1occc1C(=O)/C(C#N)=C/c1ccc(O)c(Br)c1,+,-77,1,-48,-161,-4,-7,2.7,40*
CC(=O)c1ccc(N2CCN(C(=O)CCCc3nc4ccccc4s3)CC2)cc1,i,-4,4,4,-6,-1,-10,5.7*,3
CCN(CC)c1ccc(/C=N/NC(=O)c2ccco2)c(O)c1,+,-3,-4,7,-48,0,-2,1.8,6
Cc1cc(C)cc(-n2c(SCC(=O)NCc3ccco3)nc3ccccc3c2=O)c1,i,-3,1,-9,-12,2,-3,0.1,3
CC(=O)Oc1ccc2nc(-c3ccco3)oc(=O)c2c1,i,1,5,-1,-5,21,0,0.1,7
CCC(CCNC(=O)c1ccccc1)(CCNC(=O)c1ccccc1)[N+](=O)[O-],i,-5,0,3,10,0,-3,-0.4,-1

# 5 compounds already listed, arranged by number of heavy atoms, high to low.
SMILES,Rpn11 block,E coli Lon inh,Rin1-Abl PPI inh,MT1-MMP act inh,PABP1 MLLE inh,FAS-TE inh,MsrA act,MsrA inh,CSN deneddyl inh
O=C(CCCn1c(SCC(=O)Nc2ccccc2Cl)nc2ccccc2c1=O)NCC1CCCO1 (centres undefined),i,1,3,-7,3,-1,-12,0.9,5
O=C(CSc1nnc(Cc2cc(=O)[nH]c(=O)[nH]2)n1-c1ccccc1)N1CCCc2ccccc21,i,-1,4,-3,12,-9,-6,0.8,1
CC1(C)Oc2ccc3ccc(=O)oc3c2C[C@H]1O[C@@H]1O[C@H](CO)[C@@H](O)[C@H](O)[C@H]1O,i,-8,3,1,11,-8,-2,1.5,-6
CCC(CCNC(=O)c1ccccc1)(CCNC(=O)c1ccccc1)[N+](=O)[O-],i,-5,0,3,10,0,-3,-0.4,-1
CNC(=S)NNC(=O)CNc1ccc(C)c(Cl)c1,i,1,-3,0,-37,-3,-1,-0.1,-3

# The results go on.
SMILES,Rpn11 block,E coli Lon inh,Rin1-Abl PPI inh,MT1-MMP act inh,PABP1 MLLE inh,FAS-TE inh,MsrA act,MsrA inh,CSN deneddyl inh
Cc1ccc(CNC(=O)COC(=O)c2ccc(Br)cc2)cc1,i,-4,0,7,13,-15,-1,0.3,-1
O=C(CNS(=O)(=O)c1ccc(Br)cc1Cl)OCC(=O)N1CCCC1=O,i,-11,0,4,-28,-3,-2,-0.3,0
CNc1nc(-c2ccccc2)cc(C)c1S(C)(=O)=O,i,6,2,-7,7,7,-5,1.4,-3
COc1ccc(N2CCN(C(c3cccs3)C(C)NC(=O)C(=O)N3CCOCC3)CC2)cc1 (centres undefined),i,0,-2,-1,-12,-8,1,0.5,3
O=C(CNCc1cccs1)Nc1ccc(N2CCCCCC2)cc1,i,-5,-1,-2,0,10,-7,0.3,10
C[N+]12CCC(CC1)C(OC(=O)C(O)(c1ccccc1)c1ccccc1)C2 (centres undefined),i,-3,3,2,-12,-3,-4,1.4,-3
CCCC(=O)Nc1ccccc1NC(=O)C1CCCCC1,i,-6,-4,-6,6,-7,3,-1.1,4
Cn1c(C(O)c2ccc(Br)cc2)nc(Cl)c1Cl (centres undefined),i,5,3,3,12,2,-2,-0.3,1
CC1c2ccccc2-c2ccccc2N1C (centres undefined),i,-9,-1,0,-1,-6,-2,-0.7,-1
COc1ccc(OC)c(C(=O)Cn2c3[n+](c4ccc(C(F)(F)F)cc42)CCCCC3)c1,i,-1,4,2,6,-3,-7,-0.9,-10
COc1ccc(S(=O)(=O)N2c3ccccc3OCC2c2ccccc2)cc1 (centres undefined),i,-1,3,0,-10,29,-13,-0.1,5
C/C(=N\NC(=O)CN(c1ccccc1)S(=O)(=O)c1ccccc1[N+](=O)[O-])C(C)(C)C,i,9,-4,0,0,7,-1,-0.5,-2
COc1ccc(S(=O)(=O)N(CCCN2CCCC2=O)Cc2cc3c(C)cc(C)cc3[nH]c2=O)cc1,i,15,-3,3,-6,-2,-1,-0.7,1
COc1ccc(/C(C)=N/NC(=O)c2ccc3nc[nH]c3c2)cc1,i,2,-4,0,2,-10,-2,0.6,13
Cc1ccc(C(C)C)c(OCc2nn(CC(=O)c3ccc(Cl)cc3)c3[n+]2CCCCC3)c1,+,-5,2,-53,-45,-3,2,-1.7,5
Cc1ccc(-c2nnc(N3CCN(c4ccccn4)CC3)c3ccccc23)cc1,i,4,-2,-14,8,9,-5,1.2,6
COc1ccc(-c2nnc(SCC(=O)Nc3c(Cl)cc(Cl)cc3C(=O)O)o2)cc1,i,-8,3,2,-54,-4,-1,-0.1,-1
O=C(c1ccco1)N1CCN(C(=O)C(Cc2ccccc2)NS(=O)(=O)c2cccs2)CC1 (centres undefined),i,-21,2,-3,18,-10,-8,0.2,2
O=C(CCc1ccccc1)N[C@@H]1c2ccccc2CC[C@@H]1OCc1ccccc1,i,-8,0,-6,-6,-2,0,-0.6,5
O=C(O)CSc1nc2ccccc2nc1Cc1ccccc1F,i,6,-29,1,-8,-4,-4,2.5,-2
Cc1ccc(OCC(=O)Nc2ccc(C(N)=O)cc2)cc1,i,1,3,2,-3,-4,-1,0.9,-3
O=C1NC(=S)SC1=Cc1ccc(F)cc1,i,-10,1,8,-2,0,-5,2.4,2
CCOc1ccccc1C(=O)Nc1nnc(COC)s1,i,-11,-1,8,-9,-10,-4,0.7,-3
O=C(NCc1cccnc1)Nc1cccc(C(F)(F)F)c1,i,3,2,1,11,-4,-9,-0.3,9
Nc1c(C(=O)C2CC2)sc2nc3c(cc12)CCC3,i,3,-2,0,-1,-2,-1,0.8,-4
# Additional results follow.
SMILES,Rpn11 block,E coli Lon inh,Rin1-Abl PPI inh,MT1-MMP act inh,PABP1 MLLE inh,FAS-TE inh,MsrA act,MsrA inh,CSN deneddyl inh
COc1ccc(CNC(=O)c2ccccc2C(=O)O)cc1,i,6,-1,0,0,-8,-1,0.4,-4
COc1ccc(NC(=O)c2cc(-c3ccco3)nc3ccccc23)cc1,i,-15,-2,-6,1,3,-1,-0.1,6
COc1ccc(C(O)c2nc(-c3cccc4cccnc34)cs2)cc1 (centres undefined),i,-8,0,0,-6,0,-1,1.3,2
COc1ccc(NC(=O)Cc2ccc(C)cc2)cc1S(=O)(=O)N1CCCCC1,i,-13,-2,2,6,5,-2,-0.1,-4
COc1ccc(C(=O)OCC2CC(c3ccccc3)N(C)O2)cc1 (centres undefined),i,4,-3,-1,-7,5,0,-1.4,-2
CCOC(=O)C1=C(C)N=c2sc(=Cc3ccc(OCC(=O)O)cc3)c(=O)n2C1c1ccc(Cl)cc1 (centres undefined),·,-10,-1,-7,-154,-10,-3,3.0,35*
O=c1oc2cc(O)ccc2cc1-c1nc2ccccc2o1,i,-64,-1,-73,i,-58,1,0.6,-50
CCOC(=O)C(C)N1C(=O)S/C(=C/c2ccc3c(c2)n(C)c(=O)n3C)C1=O (centres undefined),i,-2,-1,8,-10,3,-12,1.1,2
Cc1ccc(OCC(=O)NC2CC(C)(C)NC(C)(C)C2)cc1C,i,-8,4,7,0,-5,-2,-0.8,3
Cc1[nH]c(=O)[nH]c(=O)c1S(=O)(=O)Nc1ccc(F)cc1Cl,i,0,4,0,-1,-8,-6,-1.2,-1
CCCCCCNCc1c(F)cccc1Cl,i,4,2,3,-10,-11,-1,0.4,-6
Cc1nnc(SCC2=C(C(=O)O)N3C(=O)C(NC(=O)Cn4nc(C(F)F)cc4C)C3SC2)s1 (centres undefined),i,5,0,0,25,-8,0,-0.7,10
CC(=O)Nc1ccc(C(=O)OCC(=O)N2CC3(C)CC2CC(C)(C)C3)cc1 (centres undefined),i,-4,3,3,-2,-7,0,0.2,-8
CC(C)OCCCNC(=O)CCSc1ccc(Cl)cc1,i,-3,-2,1,3,-2,1,-0.8,-2
CC1(C)OC1COc1c2ccoc2cc2oc(=O)ccc12 (centres undefined),i,5,1,-4,-14,0,-5,1.4,-3
CC1CN(C(=O)C2CCCC2)C(C)CN1C(=O)C1CCCC1 (centres undefined),i,3,0,-3,4,-9,-2,-0.6,-12
CCN1C(=O)/C(=C/c2cn(C)nc2C)SC1=S,i,-3,-5,-3,16,6,-3,0.3,5
CC(=O)NCC(=O)OCC(=O)c1ccc2ccccc2c1,i,2,0,9,1,-6,-2,0.4,-4
O=C(COc1ccc2c(C(F)(F)F)cc(=O)oc2c1)Nc1ccc2c(c1)OCCO2,i,-7,-2,0,7,-6,-2,-0.1,187*
O=C(c1ccco1)N1CCC2CC1c1c(Cl)cccc12 (centres undefined),i,3,-5,2,-4,-5,-2,0.4,0
COc1cccc(N(CC(=O)NCCSc2ccccn2)S(=O)(=O)c2ccccc2)c1,i,-5,4,2,5,3,-14,-0.1,-3
O=S(=O)(Nc1ccc(Cl)cc1)c1cccc2nsnc12,i,-1,3,1,-15,3,-3,0.9,-2
